bub3: NCI yeast anticancer drug screen, S. cerevisiae bub3 mutant strain; % growth inhibition at 50 µM; actives 9.9% (n = 78,000); AID 167;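 further: 0% = growth of vehicle-only cultures of the same strain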
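Steps: expose the mutant yeast strain to compound; grow alongside vehicle-treated cultures; measure growth; express inhibition against the vehicle cultures.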
yeast sgs1 mgt1: NCI yeast anticancer drug screen, S. cerevisiae sgs1 mgt1 strain; % growth inhibition at 50 µM; actives 10% (n = 78,000); AID 161;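 further: 0% = growth of vehicle-only cultures of the same strain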
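Read-out: growth inhibition vs vehicle controls. Cells: mutant yeast strain deficient in DNA damage repair.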
yeast rad50: NCI yeast anticancer drug screen, S. cerevisiae rad50 strain. % growth inhibition at 50 µM. actives 10% (n = 79,000);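 further: 0% = growth of vehicle-only cultures of the same strain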
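Cells are treated with compound, grown, and their growth is then scored against vehicle-only cultures of the same repair-deficient yeast strain.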
cln2 rad14: NCI yeast anticancer drug screen, S. cerevisiae cln2 rad14 strain; AID 165; % growth inhibition at 50 µM; actives 8.3% (n = 78,000);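 further: 0% = growth of vehicle-only cultures of the same strain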
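Each compound was tested on cln2 rad14 yeast. Inhibition of growth was calculated against vehicle-exposed controls.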
yeast mlh1 rad18: NCI yeast anticancer drug screen, S. cerevisiae mlh1 rad18 strain; growth inhibition, % at 50 µM; actives 11% (n = 79,000); AID 175;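 further: 0% = growth of vehicle-only cultures of the same strain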
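A repair-deficient yeast strain is exposed to test compound, and growth is scored relative to vehicle-treated controls.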
mec2-1: NCI yeast anticancer drug screen, S. cerevisiae mec2-1 strain; growth inhibition, % at 50 µM; actives 9% (n = 79,000); AID 157;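 further: 0% = growth of vehicle-only cultures of the same strain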
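Growth inhibition is read against vehicle-treated controls after compound exposure of the mec2-1 yeast strain, which is defective in DNA damage repair or cell cycle control.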
An asterisk follows results filed as active; & = joins results of further samples. No stated cut-off is given here; in the data, active means growth inhibition above about 70%; inactive means the rest.

SMILES | bub3 | yeast sgs1 mgt1 | yeast rad50 | cln2 rad14 | yeast mlh1 rad18 | mec2-1
CC(C)OC(CCCl)c1ccc(Cl)cc1 (stereo not drawn) | -38 | -22 | -7 | 7 | -2 | -9
O=C(SCCCc1ccccc1)c1cc([N+](=O)[O-])cc([N+](=O)[O-])c1 | 66 | 86* | 76* | 79* | 77* | 66
O=C(O)C/C(=C\c1ccco1)C(=O)O | -28 | -31 | 45 | 38 | -16 | -12
BrC1C2CCC3OC3C12 (stereo not drawn) | 99* | 100* | 100* | 99* | 100* | 100*
NC(C(=O)O)c1ccccc1C(=O)O (stereo not drawn) | -8 | -13 | -21 | 1 | -22 | -20
C=C(C)C(=O)OC1CCC(C)CC1C(C)C (stereo not drawn) | -12 | 27 | 4 | 2 | -15 | 8
CCOc1ccc(C(CN2CCOCC2)C(C)=O)cc1OC (stereo not drawn) | 79* | 75* | 73* | 45 | 64 | 78*
CCOc1ccccc1C(=O)OC1CCCC1 | -3 | 20 | 30 | -18 | 3 | -1
COc1ccc(/C(Nc2ccccc2)=C(\CCl)c2ccccc2)cc1OC | 44 | 35 | 6 | 5 | 9 | 8
O=C(COc1ccc(Cl)cc1)N(c1ccccc1)C1CCCCC1 | 95* | 98* | 96* | 96* | 97* | 98*
OCCCCC(O)CO (stereo not drawn) | -19 | -1 | -3 | -9 | -7 | -14
Cc1cccc(C)c1NC(=O)Nc1cccc(O)c1 | 38 | 14 | -1 | -4 | 26 | 35
CC(=O)/C=C/c1cccc(N=S)c1 | -16 | -17 | -1 | 7 | -11 | 17
O=C(O)Cn1ccnc1[N+](=O)[O-] | -38 | -38 | -20 | -20 | 2 | -31
Cc1ccccc1C(=O)NCc1ccccc1 | 11 | 1 | 14 | -28 | 4 | -7
CC(=O)CC1CCC(=O)/C=C/C(=O)OC(CC(C)=O)CCC(=O)/C=C/C(=O)O1 (stereo not drawn) | -17 | -6 | 16 | 23 | -82 | -14
Nc1nc(Br)nc2ncn(C3CC(O)C(CO)O3)c12 (stereo not drawn) | -1 | 18 | 20 | -2 | -5 | 4
CC1(C)[C@@H]2CC[C@]1(C)[C@@H](O)C2 | -11 | -2 | 3 | 5 | -2 | -7
Cc1ccc(Nc2ccc(Nc3ccc(C)cc3)c3c2C(=O)c2ccccc2C3=O)cc1 | -8 | -4 | -1 | 5 | -4 | -17
COC(=O)[C@H]1[C@H]2C[C@@H]3c4[nH]c5cc(OC)ccc5c4CCN3C[C@H]2C[C@@H](OC(=O)c2cc(OC)c(OC)c(OC)c2)[C@@H]1OC | 26 | -9 | 16 | -4 | 13 | -14
COC(=O)C1=C(CS(=O)c2ccccc2[N+](=O)[O-])ON(C)C1c1ccccc1 (stereo not drawn) | 59 | 57 | 7 | 22 | 68 | 53
C=CCCCCCCCCC(=O)NCc1ccncc1 | 42 | 60 | 56 | 50 | 87* | 29
Cc1ccc(C(=O)Nc2c(N)ncnc2N)cc1C | 11 | 5 | 6 | 2 | 10 | 23
CC(=O)ON=C1C=CC(=C(C#N)c2ccc(Cl)cc2)C=C1 | 56 | 99* | 99* | 77* | 98* | 99*
C[C@@]1(OC(=O)c2cc([N+](=O)[O-])cc([N+](=O)[O-])c2)C[C@@H]2CCCC[C@@H]21 | -17 | -18 | -34 | 10 | -37 | -21
Nc1cc(C(=O)O)ccc1Cl | -12 | -19 | -10 | -89 | -5 | -8
O=C(NCSc1nc2ccccc2s1)NCSc1nc2ccccc2s1 | -5 | 6 | -14 | -12 | 18 | -9
COCCCNC(=O)C1=C(C)NC(C)=C(C(=O)NCCCOC)C1 | -11 | -11 | -49 | 4 | -51 | -64
OCCN(Cc1ccccc1)C(c1ccccc1)c1ccccc1 | 98* | 99* | 99* | 98* | 99* | 99*
CC/C(=C\c1ccccc1OC)c1ccncc1 | 37 | 30 | 14 | 12 | 2 | 0
COC(=O)c1cccc(O)c1O | 18 | -2 | 13 | -41 | -1 | 0
CCCCCCCCS(=O)(=O)CCCC(=O)O | 21 | -5 | -21 | -1 | 0 | -6
COCCCOC(=O)COc1ccccc1 | 12 | -9 | -11 | -13 | -14 | -45
Cc1ccc(NC(=S)Nc2ccccc2F)cc1 | 43 | -2 | -8 | -29 | 10 | -13
O=C1NC(=O)c2c(Br)c(Br)c(Br)c(Br)c21 | -17 | 2 | -21 | 10 | -2 | -33
CCOC(CCCl)c1ccccc1 (stereo not drawn) | 11 | -40 | 2 | 8 | -10 | -12
O=C(CCl)Nc1ccc(SSc2ccc(NC(=O)CCl)cc2)cc1 | 10 | 47 | 34 | 43 | 13 | 13
COC(=O)CCC1CCc2c(OC)ccc(O)c2C1=O (stereo not drawn) | 16 | -3 | 8 | 24 | 13 | 4
CC(C)(C)c1ccc(/C(N)=N/O)cc1 | 26 | 39 | 42 | 17 | 36 | 9
CCCCOC(=O)C(N)=O | 11 | -7 | 32 | 6 | -1 | 5

Ordered by length of the SMILES (rising): part of the list above
SMILES | bub3 | yeast sgs1 mgt1 | yeast rad50 | cln2 rad14 | yeast mlh1 rad18 | mec2-1
COCCCOC(=O)COc1ccccc1 | 12 | -9 | -11 | -13 | -14 | -45
CCCCCCCCS(=O)(=O)CCCC(=O)O | 21 | -5 | -21 | -1 | 0 | -6
COC(=O)C1=C(CS(=O)c2ccccc2[N+](=O)[O-])ON(C)C1c1ccccc1 (stereo not drawn) | 59 | 57 | 7 | 22 | 68 | 53

Next part:
SMILES | bub3 | yeast sgs1 mgt1 | yeast rad50 | cln2 rad14 | yeast mlh1 rad18 | mec2-1
COc1ccc(C2CN(C(=O)c3ccccc3)N=C(c3ccccc3)O2)cc1 (stereo not drawn) | 90* | 94* | 94* | 90* | 95* | 93*
OC1CCCc2c1cc1ccc3cccc4ccc2c1c34 (stereo not drawn) | 96* | 97* | 96* | 94* | 95* | 94*
CSc1nc2nc(C)[nH]c2c(=O)[nH]1 | 10 | -4 | 10 | 41 | 8 | 5
NC(COC(=O)NCCCl)C(=O)O (stereo not drawn) | 22 | 0 | 13 | -12 | 19 | -7
COc1ccc(NC(=O)CC(=O)N2N=C(N3c4ccccc4Sc4ccccc43)CC2c2ccccc2)cc1 (stereo not drawn) | 5 | 1 | 9 | 14 | -4 | -4
CCOC(=O)/C(Cl)=C(\C)Nc1nc2c(ccc3ccccc32)s1 | 95* | -1 | 9 | 97* | 1 | 27
CCc1cccc(CC)c1NC(=S)N/C=C(\C#N)S(=O)(=O)c1ccc(C)cc1 | -6 | 17 | -5 | -15 | -20 | -11
CCCSc1nc2c(=O)n(C)c(=O)[nH]c2n1C | -12 | -7 | -10 | -36 | -4 | -2
O=C(Nc1c(Cl)cc([N+](=O)[O-])cc1Cl)C(=O)C(C(=O)c1ccncc1)C1OC(=O)c2ccccc21 (stereo not drawn) | 8 | 15 | -1 | 26 | 0 | -26
NC(CCC(=O)NC(CSSCC(NC(=O)CCC(N)C(=O)O)C(=O)O)C(=O)O)C(=O)O (stereo not drawn) | 5 | -8 | -3 | -33 | 31 | -5
[N-]=[N+]=Nc1ccc(-c2nc(N)nc(N)n2)cc1 | 7 | -3 | 12 | -5 | 15 | 0
O=C1C=CC(=O)C(c2ccccc2)=C1 | 100* | 99* | 99* | 99* | 99* | 100*
CC(C#N)N(CCc1ccccc1)C(=O)c1ccccc1 (stereo not drawn) | -37 | -26 | -20 | -30 | -44 | -18
Cc1cccc2c(CC(=O)O)c[nH]c12 | 99* | 100* | 99* | 99* | 99* | 100*
CNCCC1CCCCCC1 | 11 | -1 | 2 | -14 | -3 | 5
OCC(O)C1OC2CC1Nc1ccccc1N2 (stereo not drawn) | -15 | 10 | -31 | 17 | -13 | -21
O=C(Nc1cccc([N+](=O)[O-])c1)Oc1ccc(-c2ccccc2)cc1 | 58 | 18 | 18 | -4 | 25 | 36
CCOC(=O)/C(C#N)=c1/s/c(=C(\O)N/N=C/c2ccc(OC)cc2)c(=N)n1-c1ccccc1 | 25 | 14 | -2 | -34 | -14 | -12
CCNc1ncnc2c1nnn2CC | -27 | -16 | -6 | -8 | 7 | -12
NC(=S)c1ccc[n+](Cc2c(Cl)cccc2Cl)c1 | 0 | -1 | 12 | -13 | -4 | 4
CC(C)(CCC(=O)O)CCC(=O)O | -4 | 16 | 16 | -6 | 36 | 18
CCOC(=O)CC(=O)c1ccc([N+](=O)[O-])cc1 | -36 | -19 | -27 | 3 | -22 | -42
O=C1C(=C(c2ccccc2)N2CCCCC2)C(=O)c2ccccc21 | 19 | 15 | 15 | -8 | 3 | -4
COC(=O)CCC(=O)c1ccc2c3c(cccc13)CC2 | 49 | 0 | -1 | 8 | 26 | -11
COC(=O)c1ccc(C(=O)OC)nc1 | -26 | 0 | -7 | -37 | -4 | -2
CN1CC(C(N)=O)=CC(C(N)=O)C1 (stereo not drawn) | 9 | -8 | -5 | -1 | 8 | -9
O=C1CCCSC(=O)N1Cc1ccccc1 | -15 | -8 | -56 | -4 | -12 | -8
O=C(O)c1c(F)c(F)c(F)c(C(=O)O)c1F | 12 | 11 | 20 | -42 | -14 | -5
CC(=O)OC(C)COc1ccccc1 (stereo not drawn) | 9&-17 | -5&2 | 6&23 | -7&-31 | 15&16 | -10&2
Cn1ncc2c(N)nc(NCCO)nc21 | 14 | -5 | 1 | -19 | 0 | 5
CC(=O)Oc1c(/C=C/c2ccccc2)c(OC(C)=O)c2cc(Br)ccc2c1OC(C)=O | -17 | 25 | 13 | -27 | 30 | 28
CC1=CCC(C#N)N(C)C1c1ccccc1 (stereo not drawn) | -12 | -13 | 2 | -48 | 9 | -5
Nc1ccncn1 | -4 | -2 | -21 | -5 | -14 | -1
C=CCN1C(=O)NC(=O)C1c1ccsc1 (stereo not drawn) | -1 | -22 | -15 | -34 | 3 | 0
O=C(NCCCCCCNC(=O)C1CCCN1C(=O)OCc1ccccc1)C1CCCN1C(=O)OCc1ccccc1 (stereo not drawn) | -6 | -8 | 1 | -2 | 6 | -24
COc1cc(/C=C(\C#N)c2ccccn2)cc(Br)c1O | 26 | -4 | -7 | 17 | -22 | 5
CCN(CC)CCCC(C)Nc1cc(F)cc2cccnc12 (stereo not drawn) | 88* | 89* | 93* | 45 | 86* | 63
Nc1ncnc2c(C3OC(CO)C(O)C3O)[nH]nc12 (stereo not drawn) | 2 | 20 | 21 | -1 | 11 | -6
CC(=O)c1cccc(NC(=O)Nc2ccc(Nc3ccccc3)cc2)c1 | 22 | 6 | 4 | 3 | -1 | 6
CCCCCCCCCCCCCC(=O)OCC1OC(n2cc(C)c(=O)[nH]c2=O)CC1O (stereo not drawn) | -31 | -5 | 0 | -50 | 0 | -31

Arranged by molecular weight (falling): some entries from above.
SMILES | bub3 | yeast sgs1 mgt1 | yeast rad50 | cln2 rad14 | yeast mlh1 rad18 | mec2-1
CC(=O)Oc1c(/C=C/c2ccccc2)c(OC(C)=O)c2cc(Br)ccc2c1OC(C)=O | -17 | 25 | 13 | -27 | 30 | 28
CC(=O)c1cccc(NC(=O)Nc2ccc(Nc3ccccc3)cc2)c1 | 22 | 6 | 4 | 3 | -1 | 6
COc1cc(/C=C(\C#N)c2ccccn2)cc(Br)c1O | 26 | -4 | -7 | 17 | -22 | 5
COC(=O)CCC(=O)c1ccc2c3c(cccc13)CC2 | 49 | 0 | -1 | 8 | 26 | -11
Nc1ncnc2c(C3OC(CO)C(O)C3O)[nH]nc12 (stereo not drawn) | 2 | 20 | 21 | -1 | 11 | -6
O=C(O)c1c(F)c(F)c(F)c(C(=O)O)c1F | 12 | 11 | 20 | -42 | -14 | -5
O=C1CCCSC(=O)N1Cc1ccccc1 | -15 | -8 | -56 | -4 | -12 | -8
C=CCN1C(=O)NC(=O)C1c1ccsc1 (stereo not drawn) | -1 | -22 | -15 | -34 | 3 | 0
CC1=CCC(C#N)N(C)C1c1ccccc1 (stereo not drawn) | -12 | -13 | 2 | -48 | 9 | -5
COC(=O)c1ccc(C(=O)OC)nc1 | -26 | 0 | -7 | -37 | -4 | -2
CC(C)(CCC(=O)O)CCC(=O)O | -4 | 16 | 16 | -6 | 36 | 18
CN1CC(C(N)=O)=CC(C(N)=O)C1 (stereo not drawn) | 9 | -8 | -5 | -1 | 8 | -9

Remaining list, next part:
SMILES | bub3 | yeast sgs1 mgt1 | yeast rad50 | cln2 rad14 | yeast mlh1 rad18 | mec2-1
CSc1ccc2c(cc1=O)[C@@H](NC(=O)c1ccc([N+](=O)[O-])cc1)CCc1cc(O)c(O)c(O)c1-2 | 44 | 39 | 37 | 23 | 50 | 33
CC1=NNC(=O)CC1C(O)c1ccccc1 (stereo not drawn) | -8 | -12 | -31 | 3 | -11 | 4
CCNC(=O)Oc1ccc2ccccc2c1 | -11 | 10 | 3 | -10 | -11 | -9
CCOC(=O)CNC(=O)c1[nH]nc2c1C(=O)C(Cl)=CC2=O | 27 | 1 | 12 | 7 | 11 | 2
O=C1/C(=C\c2ccc([N+](=O)[O-])cc2)Sc2scc(-c3ccc(O)c(O)c3)[n+]21 | 92* | 95* | 83* | 71* | 91* | 94*
CCC1(CC)COC(C2CC=CCC2)OC1 (stereo not drawn) | -8 | -4 | -5 | 6 | -1 | -33
